Bioassay records: PubChem, Broad Institute
BioA inh: M. tuberculosis BioA enzyme inhibitors, primary screen, biochemical, plate reader, single point, HTS. purified M. tuberculosis BioA enzyme. inhibition, % at 9.99 µM. 0.096% of 360,000 active. AID 602481, 2012; in the data active = inhibition above about 40%
* hit, by the source's call. The list is partial (hit frequency here may not be typical).

SMILES	BioA inh
C[C@H]1CCCCO[C@H](CN(C)Cc2ccc(C(=O)O)cc2)[C@@H](C)CN([C@@H](C)CO)C(=O)c2cc(N(C)C)ccc2O1	-0.5
O=C(C[C@H]1C[C@H]2c3cc(NS(=O)(=O)c4ccc(F)cc4)ccc3O[C@H]2[C@H](CO)O1)NCc1ccc(Oc2ccccc2)cc1	-2.4
CCCNC(=O)C[C@H]1CC[C@H]2[C@@H](COC[C@@H](O)CN2Cc2ccc(Cl)c(Cl)c2)O1	-0.5
O=C(C[C@H]1CC[C@@H](NC(=O)Cc2ccccn2)[C@H](CO)O1)NCCc1ccccc1	-0.1
CCC(=O)N1CCCCN2[C@@H](CO)[C@H](c3ccc(-c4cccc(C(=O)N(C)C)c4)cc3)[C@@H]2C1	1.8
CN(C)CCCNC(=O)C[C@@H]1C=C[C@@H](NS(=O)(=O)c2ccccc2)[C@H](CO)O1	0.3
C[C@@H]1CN([C@@H](C)CO)C(=O)c2cc(NS(=O)(=O)c3ccc(Cl)cc3)ccc2O[C@H]1CN(C)S(=O)(=O)c1cn(C)cn1	-1.9
C[C@H]1CN([C@@H](C)CO)S(=O)(=O)c2ccc(-c3cncnc3)cc2O[C@@H]1CN(C)C(=O)CN(C)C	-1.9
COc1ccc(S(=O)(=O)N(C)C[C@H]2Oc3cc(C#CC4CCCCC4)ccc3S(=O)(=O)N([C@@H](C)CO)C[C@H]2C)cc1	-2.2
CC(=O)N(C)C[C@@H]1Oc2cc(C#CC(C)(C)O)ccc2S(=O)(=O)N([C@H](C)CO)C[C@@H]1C	-1.9
CO[C@H]1CN(C)C(=O)c2ccc(NC(=O)NC(C)C)cc2OC[C@H](C)N(C(=O)CC2CC2)C[C@H]1C	2.0
Cc1nn(C)cc1NC(=O)C[C@@H]1CC[C@@H]2[C@H](COc3ccc(NC(=O)C4CCOCC4)cc3C(=O)N2C)O1	1.1
O=C(C[C@@H]1CC[C@@H]2[C@H](COC[C@@H](O)CN2C(=O)Nc2ccccc2)O1)NCCCN1CCOCC1	1.7
C[C@H]1CN([C@@H](C)CO)C(=O)Cc2cc(NC(=O)Cc3ccccc3)ccc2O[C@@H]1CN(C)Cc1ccc(C(F)(F)F)cc1	-0.5
CCC(=O)N1CCCCN2[C@@H](CO)[C@H](c3ccc(C#Cc4ccccc4F)cc3)[C@@H]2C1	0.5

Laid out differently: 4 of the compounds above
Structure: C[C@H]1CN([C@@H](C)CO)C(=O)Cc2cc(NC(=O)Cc3ccccc3)ccc2O[C@@H]1CN(C)Cc1ccc(C(F)(F)F)cc1
  BioA inh = -0.5
Structure: O=C(C[C@H]1C[C@H]2c3cc(NS(=O)(=O)c4ccc(F)cc4)ccc3O[C@H]2[C@H](CO)O1)NCc1ccc(Oc2ccccc2)cc1
  BioA inh = -2.4
Structure: CCCNC(=O)C[C@H]1CC[C@H]2[C@@H](COC[C@@H](O)CN2Cc2ccc(Cl)c(Cl)c2)O1
  BioA inh = -0.5
Structure: Cc1nn(C)cc1NC(=O)C[C@@H]1CC[C@@H]2[C@H](COc3ccc(NC(=O)C4CCOCC4)cc3C(=O)N2C)O1
  BioA inh = 1.1

Continuation:
SMILES	BioA inh
CCCC#Cc1ccc2c(c1)O[C@H](CN(C)C(=O)CC1CC1)[C@H](C)CN([C@H](C)CO)S2(=O)=O	2.5
C/C=C/c1ccc([C@H]2[C@@H](C#N)N(C(=O)CN3CCOCC3)[C@@H]2CO)cc1	-3.2
C[C@@H]1CN([C@H](C)CO)C(=O)c2cc(NC(=O)CCCN(C)C)ccc2O[C@@H](C)CCCCO[C@H]1CN(C)Cc1ccc2c(c1)OCO2	-2.8
CO[C@@H]1CN(C)C(=O)c2ccc(NC(=O)C3CC3)cc2OC[C@H](C)N(CC2CCOCC2)C[C@@H]1C	-0.7
C[C@@H]1CCCCO[C@@H](CN(C)Cc2ccccc2)[C@@H](C)CN([C@H](C)CO)C(=O)c2cc(NS(=O)(=O)c3cn(C)cn3)ccc2O1	-1.4
COC(=O)[C@H]1[C@H](CO)[C@H]2Cn3c(ccc(-c4ccccc4)c3=O)[C@H]2N1S(C)(=O)=O	-0.8
COCC(=O)N1[C@H](CO)[C@H]2c3ccccc3N(C(=O)c3ccccc3)C[C@H]21	0.2
C[C@@H]1CN([C@@H](C)CO)C(=O)Cc2cc(NC(=O)CCN3CCOCC3)ccc2O[C@@H]1CN(C)Cc1ccccc1	-1.8
CN(C)CC(=O)N[C@@H]1CC[C@@H](CCn2cc(C3CCCC3)nn2)O[C@H]1CO	-0.2
C[C@@H]1CCCCO[C@@H](CN(C)Cc2ccccc2)[C@H](C)CN([C@H](C)CO)C(=O)c2cc(NC(=O)CCC(F)(F)F)ccc2O1	0.8
C[C@@H]1CN([C@@H](C)CO)C(=O)c2cc(NC(=O)CCC(F)(F)F)ccc2O[C@H]1CN(C)C(=O)Nc1ccc2c(c1)OCO2	1.2
CC(C)NC(=O)Nc1ccc2c(c1)CC(=O)N([C@H](C)CO)C[C@H](C)[C@@H](CN(C)S(=O)(=O)c1cccs1)O2	0.8
C[C@@H]1CN([C@H](C)CO)C(=O)Cc2cc(NC(=O)Nc3ccc4c(c3)OCO4)ccc2O[C@H]1CN(C)S(=O)(=O)c1cn(C)cn1	-0.3
C[C@H](CO)N1C[C@H](C)[C@H](CN(C)S(=O)(=O)c2ccc(F)cc2)Oc2cc(C#Cc3ccncc3)ccc2S1(=O)=O	-1.8
Cc1noc(C)c1NC(=O)Nc1ccc2c(c1)C(=O)N([C@@H](C)CO)C[C@H](C)[C@@H](CN(C)S(=O)(=O)c1ccc(F)cc1)OCCCC[C@@H](C)O2	2.8
CO[C@H]1CN(C)C(=O)c2ccc(NC(C)=O)cc2OC[C@@H](C)N(Cc2cccc(F)c2)C[C@H]1C	5.4
COc1ccc(CNC(=O)C[C@@H]2C[C@@H]3c4cc(NC(=O)CC5CC5)ccc4O[C@@H]3[C@H](CO)O2)cc1	-1.9
CC=Cc1ccc2n(c1=O)C[C@H]1[C@H](CO)[C@@H](C(=O)N3CCc4ccccc4C3)N(C(=O)CC)[C@@H]21 (mixture of isomers)	-1.1
COc1ccc(S(=O)(=O)Nc2cccc3c2O[C@@H](CN(C)Cc2ccc(C(=O)O)cc2)[C@H](C)CN([C@@H](C)CO)C3=O)cc1	0.3
Cc1ccccc1S(=O)(=O)N1[C@H](CO)[C@@H](c2ccc(C#CC3CC3)cc2)[C@@H]1C#N	-1.5
COc1ccc(-c2cnc3c(c2)C(=O)N([C@H](C)CO)C[C@H](C)[C@H](CN(C)C(=O)C2CC2)O3)cc1	0.8
CCC(=O)Nc1ccc2c(c1)OC[C@@H](C)N(C(=O)Cc1ccccn1)C[C@@H](C)[C@H](OC)CN(C)C2=O	-0.6
COc1ccc(NC(=O)N(C)C[C@@H]2Oc3ccc(NC(=O)NC4CCCCC4)cc3CC(=O)N([C@H](C)CO)C[C@@H]2C)cc1	-1.4
C[C@H](CO)N1C[C@H](C)[C@@H](CN(C)Cc2ccc(-c3ccccc3)cc2)Oc2cc(C#C[C@@H](C)O)ccc2S1(=O)=O	-2.5
O=C(C[C@@H]1C[C@@H]2c3cc(NC(=O)c4ccc5c(c4)OCO5)ccc3O[C@@H]2[C@H](CO)O1)NCC1CC1	0.3
O=C(Nc1cc(F)ccc1F)N1C[C@H]2[C@@H](c3ccccc31)[C@@H](CO)N2C(=O)c1ccccc1	0.5
CC(C)NC(=O)N(C)C[C@H]1Oc2ccc(NC(=O)Nc3ccc(F)cc3)cc2C(=O)N([C@H](C)CO)C[C@@H]1C	2.2
CC=Cc1ccc2n(c1=O)C[C@@H]1[C@@H](CO)[C@H](C(=O)N3CCc4ccccc4C3)[C@H]2N1Cc1cocn1 (mixture of isomers)	-1.3
COc1cccc(-c2ccc3c(c2)[C@H]2[C@H](CCN2S(=O)(=O)C2=NC(C)C=N2)[C@H](CO)N3C)c1 (some centres not stated)	0.5
O=S(=O)(NC[C@@H]1[C@H](c2ccccc2)[C@H](CO)N1CC1CC1)c1ccccc1	-1.8
COc1ccc(S(=O)(=O)Nc2ccc3c(c2)CC(=O)N([C@H](C)CO)C[C@@H](C)[C@@H](CN(C)C(=O)NC2CCCCC2)O3)cc1	2.5
C[C@H]1CN([C@@H](C)CO)C(=O)CCCn2cc(nn2)CO[C@@H]1CN(C)Cc1ccc(O)cc1	0.0
CCC(=O)N1[C@H](CNC(C)=O)[C@@H](c2ccc(-c3cccc(F)c3)cc2)[C@@H]1CO	2.1
COCC(=O)Nc1ccc2c(c1)C(=O)N(C)C[C@@H](OC)[C@H](C)CN(CC1CCCCC1)[C@@H](C)CO2	-0.6
COc1ccccc1NC(=O)N[C@@H]1C=C[C@H](CC(=O)NCc2ccc(Cl)c(Cl)c2)O[C@H]1CO	2.3
C[C@@H]1CN([C@@H](C)CO)C(=O)c2cc(N(C)C)ccc2O[C@@H](C)CCCCO[C@@H]1CN(C)S(C)(=O)=O	0.4
COc1ccc(-c2ccc3n(c2=O)C[C@@H]2[C@@H](CO)[C@H](C(=O)N(C)C)[C@H]3N2Cc2cccnc2)cc1	2.8
Cc1noc(C)c1S(=O)(=O)Nc1ccc2c(c1)C(=O)N([C@H](C)CO)C[C@@H](C)[C@H](CN(C)S(=O)(=O)c1cccs1)O2	0.7
COc1ccc(NC(=O)N(C)C[C@H]2OCCCC[C@H](C)Oc3ccc(NC(=O)NC(C)C)cc3C(=O)N([C@H](C)CO)C[C@@H]2C)cc1	0.6
C[C@@H]1CN([C@H](C)CO)C(=O)c2cc(NS(=O)(=O)c3cccs3)ccc2O[C@H]1CN(C)CC1CCCCC1	-0.1
C[C@@H]1CCCCO[C@@H](CN(C)CC2CC2)[C@H](C)CN([C@H](C)CO)C(=O)c2cc(NC(=O)Nc3ccc4c(c3)OCO4)ccc2O1	1.0
C[C@H](CO)N1C[C@H](C)[C@H](CN(C)Cc2ccc(Cl)c(Cl)c2)Oc2ccc(NS(=O)(=O)c3cccs3)cc2CC1=O	0.4
O=C(C[C@@H]1CC[C@@H]2[C@H](COC[C@@H](O)CN2C(=O)c2ccncc2)O1)Nc1ccc(-c2ccccc2)cc1	1.7
CC(=O)N(C)C[C@H]1Oc2cc(C#CCC3CCCC3)ccc2S(=O)(=O)N([C@@H](C)CO)C[C@H]1C	0.3
C[C@@H]1CCCCO[C@H](CN(C)C(=O)Nc2ccccc2)[C@H](C)CN([C@@H](C)CO)C(=O)c2cc(NC(=O)Nc3ccccc3)ccc2O1	-2.4

The final 2 records of the section above come first, to join the parts.
SMILES	BioA inh
CC(=O)N(C)C[C@H]1Oc2cc(C#CCC3CCCC3)ccc2S(=O)(=O)N([C@@H](C)CO)C[C@H]1C	0.3
C[C@@H]1CCCCO[C@H](CN(C)C(=O)Nc2ccccc2)[C@H](C)CN([C@@H](C)CO)C(=O)c2cc(NC(=O)Nc3ccccc3)ccc2O1	-2.4
Cc1ccc(S(=O)(=O)N(C)C[C@H]2Oc3c(NC(=O)NC(C)C)cccc3C(=O)N([C@H](C)CO)C[C@@H]2C)cc1	-1.5
COc1ccc(NC(=O)N(C)C[C@H]2OCCCC[C@@H](C)Oc3ccc(NC(=O)Nc4cccc5ccccc45)cc3C(=O)N([C@H](C)CO)C[C@@H]2C)cc1	-2.2
CC(=O)N1[C@H](CNC(=O)CN(C)C)[C@H](c2ccc(C3=CCCCC3)cc2)[C@@H]1CO	-1.6
C[C@H](CO)N1C[C@H](C)[C@H](CN(C)S(=O)(=O)c2ccc(Cl)cc2)Oc2c(NC(=O)c3cnccn3)cccc2C1=O	-0.6
C[C@H]1CN([C@@H](C)CO)C(=O)CCCn2nncc2CO[C@@H]1CN(C)Cc1ccccc1C(=O)O	-1.8
C[C@@H]1CN([C@@H](C)CO)S(=O)(=O)c2ccc(Br)cc2O[C@@H]1CN(C)C	0.1
COc1cccc(NC(=O)N2C[C@@H](O)COC[C@@H]3O[C@@H](CC(=O)NC4CCC4)CC[C@H]32)c1	-1.4
C[C@H](CO)N1C[C@H](C)[C@@H](CN(C)C(=O)C2CCC2)Oc2cc(C#CC3CC3)ccc2S1(=O)=O	3.1
C[C@@H]1CCCCO[C@@H](CN(C)C(=O)CCC(F)(F)F)[C@H](C)CN([C@H](C)CO)C(=O)c2cc(NS(=O)(=O)c3cn(C)cn3)ccc2O1	0.1
CCCN1C[C@@H](C)[C@@H](OC)CN(C)C(=O)c2cc(NS(=O)(=O)CC)ccc2OC[C@@H]1C	0.2
C[C@@H]1CCCCO[C@H](CN(C)C(=O)Nc2ccccc2)[C@@H](C)CN([C@H](C)CO)C(=O)c2cc(NC(=O)Cc3ccccc3)ccc2O1	-2.6
N#C[C@@H]1[C@@H](c2ccccc2)[C@@H](CO)N1S(=O)(=O)c1ccc(-c2ccccc2)cc1	-1.7
Cc1ccccc1-c1cnc2c(c1)C(=O)N([C@H](C)CO)C[C@@H](C)[C@H](CN(C)C(=O)c1cccnc1)O2	1.6
C[C@H](CO)N1C[C@H](C)[C@H](CN(C)C(=O)Cc2ccccc2)OCCCC[C@H](C)Oc2ccc(NC(=O)Nc3ccc(C(F)(F)F)cc3)cc2C1=O	-0.4
COc1ccc(NC(=O)Nc2cccc3c2O[C@@H](CN(C)S(=O)(=O)c2cccs2)[C@@H](C)CN([C@H](C)CO)C3=O)cc1	0.7
COc1ccc(CN2C[C@@H](O)COC[C@@H]3O[C@H](CC(=O)NCCN4CCCC4)CC[C@H]32)cc1	-1.3
C[C@@H]1CN([C@H](C)CO)C(=O)c2cc(NC(=O)c3ccncc3)ccc2O[C@H]1CN(C)C(=O)Nc1cccc2ccccc12	1.6
C[C@@H]1CCCCO[C@H](CN(C)C(=O)Nc2ccc(F)cc2)[C@@H](C)CN([C@H](C)CO)C(=O)c2cc(NC(=O)Nc3cccc4ccccc34)ccc2O1	-1.6
